# Bioassay records deposited in PubChem BioAssay by National Center for Advancing Translational Sciences (NCATS).
# Giardia FBPA inh: blocks Giardia fructose-bisphosphate aldolase activity; AID 2451; 290,000 tested, 0.71% active; A8B2U2; purified Giardia FBPA; Potency, µM (titrated, usually from 59.6 µM), without a hit: at the top dose activity, negative = inhibition, hits mostly inhibitors; note: potency is the fitted concentration of half-maximal effect; nearly all actives have a fitted effect of over 55% in size
# Target sequence (A8B2U2 whole entry, looked up): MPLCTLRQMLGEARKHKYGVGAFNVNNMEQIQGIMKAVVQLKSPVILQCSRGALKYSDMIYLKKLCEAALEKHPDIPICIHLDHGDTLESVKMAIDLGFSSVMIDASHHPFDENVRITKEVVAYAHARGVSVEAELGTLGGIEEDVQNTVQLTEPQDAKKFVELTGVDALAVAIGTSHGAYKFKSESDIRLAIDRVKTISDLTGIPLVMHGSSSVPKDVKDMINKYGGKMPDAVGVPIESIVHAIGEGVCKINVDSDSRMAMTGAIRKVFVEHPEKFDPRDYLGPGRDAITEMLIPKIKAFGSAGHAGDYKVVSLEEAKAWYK
#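 40 nM FBPA preincubated 10 min at RT with compound (up to 57.5 uM final), then substrate plus GAPDH/TPI/NAD/arsenate coupling and diaphorase/resazurin added. Fluorescence read after 20 min at RT, 525/598 nm.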
# HCV inhibitor: HCV inhibition | Potency, µM (top dose mostly 41.8 µM), without a hit: top-dose activity change, negative = inhibition, usual class: inhibitors | Huh7.5.1 HCVcc-Cre infection, luciferase reporter, 44 h | 340,000 tested, 3.4% active; note: potency is the fitted concentration of half-maximal effect
#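 Infectious HCVcc-Cre (~0.5 moi) was added to cells just after compound, with cells seeded 4 h earlier at 1,000 per well. Luciferase activity after 44 h culture reported infection; substrate was incubated 15 min at room temperature before reading.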
# HCMV inh: inhibitors of human cytomegalovirus | activity change, negative = inhibition, % at 57.5 µM | 410,000 tested, 4.5% active | HFF cells, HCMV-luciferase reporter, 72 h; hits give low values; in the data active = activity change below about -60%; inconclusive = no clear call, values can overlap the other calls; inactive = above about -39%
#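 Screen run at 2 compound doses on HFFs infected with reporter HCMV, MOI 1 PFU/cell. Luciferase activity from cell lysates at 72 h post infection gave inhibition relative to buffer-only and Salinomycin wells.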
# Sm TGR inh: S. mansoni TGR enzyme inhibition. purified TGR, DTNB reduction, TNB absorbance 405 nm. Potency, µM (doses to about 114 µM), for the others: at the highest dose activity change, negative = inhibition, hits mostly inhibitors. 360,000 tested, 3% active. AID 485364; note: potency is the fitted concentration of half-maximal effect; nearly all actives have a fitted effect of over 60% in size
#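 First, TGR (20 nM dispensed) and NADPH were mixed with compound. Second, a 15 min room-temperature incubation followed. Third, further NADPH and then DTNB were added to start the reaction. Finally, TNB absorbance was monitored kinetically.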
# AmpC inh no detg: AmpC beta-lactamase inhibition without detergent. AmpC nitrocefin hydrolysis, absorbance 480 nm, 0.0001% Triton. Potency, µM (top dose mostly 57.1 µM), for inactives: at the top dose activity change, negative = inhibition, usual class: inhibitors. 330,000 tested, 0.52% active;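 note: potency is the fitted concentration of half-maximal effect; plate controls were no compound for no effect and no enzyme for full effect; nearly all actives have a fitted effect of over 20% in size; some results filed as inactive show a strong effect at the top dose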
# Target sequence (P00811 whole entry, looked up): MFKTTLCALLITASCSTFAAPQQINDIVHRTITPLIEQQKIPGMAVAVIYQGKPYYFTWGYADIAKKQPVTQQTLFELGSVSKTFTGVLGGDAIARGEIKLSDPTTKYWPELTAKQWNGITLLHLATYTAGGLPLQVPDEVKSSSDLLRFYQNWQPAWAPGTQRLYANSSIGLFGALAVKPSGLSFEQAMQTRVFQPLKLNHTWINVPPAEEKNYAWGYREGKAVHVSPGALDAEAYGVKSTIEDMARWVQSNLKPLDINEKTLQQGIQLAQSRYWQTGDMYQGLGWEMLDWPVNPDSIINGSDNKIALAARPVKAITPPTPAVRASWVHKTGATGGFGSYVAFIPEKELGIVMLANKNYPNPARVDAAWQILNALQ
#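 AmpC (5.3 nM in the dispensed reagent) in 20 mM phosphate pH 7.0 with 0.01% (detergent screen) or 0.0001% Triton X-100 was preincubated with compounds for 15 min at room temperature. Nitrocefin was then added from an 800 uM solution, and hydrolysis was followed at 480 nm.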
# AmpC inh detg: inhibitors of E. coli AmpC beta-lactamase with detergent; P00811; AmpC hydrolysis of nitrocefin, absorbance 480 nm, 0.01% Triton; Potency, µM (doses to about 114 µM), for the others: at the highest dose activity change, negative = inhibition, usual class: inhibitors; 370,000 tested, 0.041% active; AID 485294;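 note: potency is the fitted concentration of half-maximal effect; 0% = no-compound wells and -100% = no-enzyme wells; nearly all actives have a fitted effect of over 25% in size; some results filed as inactive show a strong effect at the top dose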
#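 AmpC (5.3 nM in the dispensed reagent) in 20 mM phosphate pH 7.0 with 0.01% (detergent screen) or 0.0001% Triton X-100 was preincubated with compounds for 15 min at room temperature. Nitrocefin was then added from an 800 uM solution, and hydrolysis was followed at 480 nm.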
# Starred values were filed as active, the others as inactive; ? = inconclusive; · = no result given; [ ] = another dose, or the depositor's remark. Unless noted, calls come from the whole dose curve; as a rule, active = well fitted curve in the direction sought with a large enough effect; inconclusive = small, poorly fitted or top-dose-only effect, or another doubt; inactive = no such curve, though single readings can be large; an effect the other way counts as inactive or inconclusive. Unless noted, % is set by controls: 0 for no effect and ±100 for the full control effect.
Molecule	Giardia FBPA inh	HCV inhibitor	HCMV inh	Sm TGR inh	AmpC inh no detg	AmpC inh detg
COc1ccc(N2CCN(C(c3ccccc3)c3sc4nc(-c5ccco5)nn4c3O)CC2)cc1 (configuration not stated)	·	·	84.9	3.5%	·	1.3%
Cc1ccc(NC(=O)COC(=O)CN2C(=O)C3CCCCC3C2=O)cc1C (configuration not stated)	·	8.2%	-9.9	-5.7%	-0.7%	-4.4%
CCCCn1cc(S(=O)(=O)c2ccccc2)c(=O)c2cc(F)c(N3CCN(CCC)CC3)cc21	·	·	-11.0	0.0%	·	14.6%
CCOC(=O)C(NC(=O)N(C)C)(Nc1sc(C)c(CC)c1C#N)C(F)(F)F (configuration not stated)	-12.1%	6.7%	19.2	-27.7%	-9.9%	-15.0%
CC1=CC(C)(C)n2c(O)c(N=NC(N)=S)c3cc(C)cc1c32	1.3%	?	-67.8*	3.6%	-10.4%	-3.7%
COC(=O)CNC(=O)CNC(=O)Nc1ccccc1Cl	6.9%	-0.4%	-7.8	2.2%	-9.4%	0.9%
Cc1ccc(S(=O)(=O)N2CCCCC2)cc1C(=O)NCc1ccncc1	9.4%	11.5%	39.7	-2.3%	-8.7%	-4.5%
CCOC(=O)c1sc2ncn(CC(=O)Nc3ccc(C)cc3C)c(=O)c2c1C	·	·	-0.9	18.6%	·	7.0%
Cc1cc(C)c(C(=O)CSc2n[nH]c(-c3ccncc3)n2)c(C)c1	28.1%	6.6%	-65.8*	1.5%	-20.8%	-0.5%
COc1cc(CNCCCN2CCOCC2)ccc1OCC(=O)Nc1cccc(C(F)(F)F)c1	-5.3%	10µM*	42.7	-18.2%	57.1%	-8.8%
CCOC(=O)C1CCN(C(=O)C2CCN(S(=O)(=O)c3cccc4cccnc34)CC2)CC1	4.4%	·	·	?	35.8%	-12.0%
O=NN(CCc1ccncc1)c1ccc(OCc2ccccc2)cc1	-11.2%	?	-31.2	-0.6%	42.6%	-6.3%
O=C(O)c1ccc(N/N=C/c2ccc(-c3ccccc3Cl)o2)cc1	3.1%	6.8%	31.6	-9.4%	-36.2%	-0.1%
COc1ccccc1CCC(=O)NNC(=O)c1ccc(Br)cc1	-10.6%	-6.2%	-0.9	-10.3%	-19.6%	-4.3%
C=CCOc1ccc(C(=O)N(Cc2ccc(N(C)C)cc2)C2CCS(=O)(=O)C2)cc1 (configuration not stated)	-6.7%	8.1%	0.8	0.0%	74.0%[activator]	?
COc1ccc(C)cc1S(=O)(=O)N(CC(=O)Nc1cccc([N+](=O)[O-])c1)c1ccc(C)cc1	-6.6%	?	-7.9	1.0%	-30.4%	3.3%
Cc1ccc(-c2nc(CC(=O)Nc3cccc(S(=O)(=O)NC4=NCCC4)c3)cs2)cc1	·	?	38.1	-24.0%	-0.8%	2.1%
CC(C)N(C(=S)Nc1ccc(S(=O)(=O)N2CCOCC2)cc1)c1ccccc1	·	22.4%	-31.0	·	-13.2%	·
O=C(COC(=O)c1ccc([N+](=O)[O-])o1)Nc1ncc(Cl)cc1Cl	·	41.8%[activator]	-31.6	·	-32.1%	·
CC(C)S(=O)(=O)c1csc(NC(=O)Nc2cccc([N+](=O)[O-])c2)c1Cl	-20.5%	25.1µM*	6.0	-21.3%	-44.1%	7.5%
COc1ccccc1CCNC(=O)Cc1c(C)c2cc3c(C(C)(C)C)coc3c(C)c2oc1=O	·	·	-20.7	-8.7%	·	2.5%
COc1ccc(NC(=S)N2CCCC2)c(OC)c1	-5.6%	-8.7%	-13.5	11.7%	-37.2%	-2.4%
O=C(CN1C(=O)C2(SCC(=O)N2c2ccccc2)c2ccccc21)Nc1ccccc1C(F)(F)F (configuration not stated)	·	·	8.9	0.1%	·	1.0%
COC(=O)c1ccc(-c2nc(-c3ccc(Br)o3)no2)cc1	-4.2%	13.9%	7.5	-19.3%	-14.2%	?
CC(Cc1cccs1)NC(=O)Nc1ccc([N+](=O)[O-])cc1 (configuration not stated)	-1.9%	3.6%	?	54.7%[activator]	-48.2%	1.3%
Cc1cc(NC(=O)C2CC=CCC2C(=O)O)no1 (configuration not stated)	5.0%	7.6%	31.4	-8.1%	-14.0%	-10.1%
CCOC(=O)C(O)(c1ccc(NC(=O)c2ccc(Cl)c(Cl)c2)cc1)C(F)(F)F (configuration not stated)	-23.7%	?	-14.1	10.0%	-23.9%	0.1%
Cc1ccc(S(=O)(=O)Nc2cc(C(=O)NCCN(C)C)ccc2N2CCCCC2)cc1	-13.6%	?	-19.8	-19.7%	133.7%[activator]	-2.9%
O=C(N/C(=C\c1ccco1)C(=O)N1CCOCC1)c1ccc([N+](=O)[O-])cc1	2.2%	8.6%	-17.8	-7.0%	2.0%	4.9%
COc1ccc(-c2c(C)oc3c(CN4CCOCC4)c(O)ccc3c2=O)cc1OC	1.5%	6.3%	-30.8	?	-10.1%	0.9%

# Complete entries, quoted from the list.
# O=C(N/C(=C\c1ccco1)C(=O)N1CCOCC1)c1ccc([N+](=O)[O-])cc1 reads Giardia FBPA inh = 2.2%; HCV inhibitor = 8.6%; HCMV inh = -17.8; Sm TGR inh = -7.0%; AmpC inh no detg = 2.0%; AmpC inh detg = 4.9%
# O=C(O)c1ccc(N/N=C/c2ccc(-c3ccccc3Cl)o2)cc1 reads Giardia FBPA inh = 3.1%; HCV inhibitor = 6.8%; HCMV inh = 31.6; Sm TGR inh = -9.4%; AmpC inh no detg = -36.2%; AmpC inh detg = -0.1%
# C=CCOc1ccc(C(=O)N(Cc2ccc(N(C)C)cc2)C2CCS(=O)(=O)C2)cc1 (configuration not stated) reads Giardia FBPA inh = -6.7%; HCV inhibitor = 8.1%; HCMV inh = 0.8; Sm TGR inh = 0.0%; AmpC inh no detg = 74.0%[activator]; AmpC inh detg = ?

# Copied from the listing (2 entries):
Molecule	Giardia FBPA inh	HCV inhibitor	HCMV inh	Sm TGR inh	AmpC inh no detg	AmpC inh detg
CCCCn1cc(S(=O)(=O)c2ccccc2)c(=O)c2cc(F)c(N3CCN(CCC)CC3)cc21	·	·	-11.0	0.0%	·	14.6%
CCOC(=O)C(NC(=O)N(C)C)(Nc1sc(C)c(CC)c1C#N)C(F)(F)F (configuration not stated)	-12.1%	6.7%	19.2	-27.7%	-9.9%	-15.0%

# Carrying on:
Molecule	Giardia FBPA inh	HCV inhibitor	HCMV inh	Sm TGR inh	AmpC inh no detg	AmpC inh detg
O=C(CSc1nc2ccccc2s1)Nc1ccc(Cl)c(S(=O)(=O)N2CCOCC2)c1	0.7%	?	-23.0	-7.4%	-13.0%	-1.8%
O=C(O)CCC(=O)N1N=C(c2ccco2)CC1c1cccs1 (configuration not stated)	-2.7%	21.5%	9.2	-25.0%	-11.7%	-2.2%
CCCCCc1cc(OC)cc2c1C(=O)OC(C)(C)O2	·	?	-3.8	·	-22.9%	·
Cn1cc(C(=O)N/N=C/C2=C(N3CCOCC3)C(=C\c3ccccc3)/CC2)ccc1=O	-1.4%	?	-12.5	-13.4%	0.3%	-7.3%
COc1ccc(O)c(CN2CCCC(C(=O)c3sccc3C)C2)c1 (configuration not stated)	-12.9%	-15.5%	-34.1	0.0%	-23.9%	-0.6%
COc1ccc(OCC(=O)NNC(=O)c2nn(C)c(=O)c3ccccc23)cc1	-2.1%	5.5%	-15.1	4.6%	-10.1%	?
O=c1cc(Cl)[nH]c(=O)n1CCNc1ncc(C(F)(F)F)cc1Cl	3.6%	15.3%	165.9	-2.4%	-19.9%	1.4%

# Rows are unselected; 9.9% or so of the library scored in one or more.
